PhoP GFP inhibition – PhoP regulon inhibitors, Salmonella typhi PhoP promoter GFP reporter, confirmatory (AID 1850); Salmonella Typhi PhoP-promoter GFP reporter, fluorescence, 4 h; higher % means a stronger effect; 310,000 compounds, 0.33% hits; inhibition, % at 50 µM; hits with a dose series show IC50 in µM; in the data active = a potency from the dose series; inconclusive = inhibition mostly from about 25% at the one dose, without a potency; inactive = the rest, 99 in 100 with inhibition below about 19%;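 note: 0% = induced wells with vehicle and 100% = uninduced wells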
VEEV TC-83 Vero – inhibitors of VEEV TC-83 cytopathic effect, confirmation, Vero cells (AID 588727). inhibition, % at 20 µM, or IC50 in µM where a hit was titrated. 350,000 compounds, 0.13% hits. Vero cells, VEEV TC-83 cytopathic effect inhibition; higher % means a stronger effect; in the data active = a potency from the dose series; inconclusive = inhibition mostly from about 14% at the one dose, without a potency; inactive = the rest, 99 in 100 with inhibition below about 12%; note: strong numbers were not always called active
H1N1 NS1A inhibition – H1N1 influenza NS1A inhibitors, functional cell based assay (AID 504329); NS1A functional cell-based assay, percent inhibition; higher % means a stronger effect; inhibition, % at 12.5 µM; hits with a dose series show IC50 in µM; 340,000 compounds, 0.3% hits; in the data active = a potency from the dose series; inconclusive = inhibition above about 27% without an active follow-up result; note: strong numbers were not always called active
M. tuberculosis – growth inhibition of non-replicating M. tuberculosis (AID 488890) | Mycobacterium tuberculosis non-replicating, growth inhibition; higher % means a stronger effect | inhibition, % at 25 µM, or IC50 in µM where a hit was titrated | 320,000 compounds, 0.39% hits; in the data active = a potency from the dose series; inconclusive = inhibition mostly from about 82% at the one dose, without a potency; inactive = the rest, 99 in 100 with inhibition below about 76%;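 note: plate controls were DMSO cells for no effect and high antibiotic wells for full effect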
H37Rv inhibition – M. tuberculosis growth inhibition, HTS (AID 449762); 330,000 compounds, 0.59% hits; one-dose inhibition, % at 25 µM; IC50 in µM for titrated hits; M. tuberculosis H37Rv growth inhibition, 7H9 media; higher % means a stronger effect; in the data active = a potency from the dose series; inconclusive = inhibition above about 70% without an active follow-up result;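 note: bacterial growth assessed after seven days of incubation; strong numbers were not always called active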
VEEV TC-83 Vero 10K pilot screen – second read-out of VEEV TC-83 Vero, no call of its own (marks repeat the call); inhibition, %; measured here: 10K pilot screen inhibition
Starred values were filed as active, the others as inactive; i = inactive; ? = inconclusive; / = no result given; & = joins results of further samples.

SMILES	PhoP GFP inhibition	VEEV TC-83 Vero	H1N1 NS1A inhibition	M. tuberculosis	H37Rv inhibition	others
CC(=O)Nc1ccc(S(=O)(=O)N/N=C/c2ccc(C)s2)cc1	-5%	0.5%	0%	16%	0%
O=C(COC(=O)/C=C/c1ccco1)NCCc1ccccc1	13%	0.1%	-7%	51%	-5%
O=C(CSc1ccc2ccccc2c1)N1CCN(c2ccc(O)cc2)CC1	11%	i	-2%	28%	-8%
CCCn1c(C)cc(C(=O)COc2ccc(-c3nnco3)cc2)c1C	-15%	3.8%	7%	30%	17%
Cc1nnc2c3ccccc3c(-c3ccc(O)cc3)nn12	-22%	7.9%	11%	-10%	-6%
O=C(NCc1n[nH]c(=S)n1-c1ccccc1)c1ccc(S(=O)(=O)N2CCOCC2)cc1	7%	i	17%	9%	-3%
CN1C[C@H](C(=O)NC2(C)OC3(O)[C@@H]4CCCN4C(=O)[C@H](Cc4ccccc4)N3C2=O)CC2c3cccc4[nH]cc(c34)C[C@H]21 (stereo partly drawn)	6%	0.1%	10%	12%	9%
Cn1c2ccccc2c2ncn(CCN3CCOCC3)c(=O)c21	-6%	2.0%	3%	-20%	-8%
CCOc1ncccc1C(=O)OCC(=O)NCc1ccccc1	/	1.5%	1%	10%	-10%
Cc1ccsc1/C=N/NC(=O)C(=O)NCC(C)C	-4%	0.7%	-2%	3%	4%
Cc1cc(C(=O)N2CCN(C/C=C/c3ccccc3)CC2)no1	3%	i	-1%	-15%	-1%
COC(=O)c1cccc(NC(=O)Cc2nc(-c3ccccc3)sc2-c2ccc(C)cc2)c1	1%	4.3%	7%	-10%	0%
CCC(C)(C)NC(=O)C1c2ccccc2Oc2ccccc21	2%	1.9%	/	-12%	4%
COc1ccc(NC(=O)COC(=O)c2c3c(nc4ccccc24)CCCC3)cc1	8%	7.8%	2%	20%	9%
O=S(=O)(c1ccc2nc(Cc3cccc(C(F)(F)F)c3)[nH]c2c1)N1CCOCC1	-6%	0.7%	7%	22%	-5%
Cc1sc(-n2c(C)cc(C=O)c2C)c(C(=O)O)c1C	-6%	1.1%	-5%	15%	-6%
C/C(=C\C(=O)O)C(=O)Nc1nccs1	4%	i	-1%	0%	7%
O=C(O)c1ccc(N/N=C/c2cn(Cc3ccc(F)cc3)c3ccccc23)cc1	-5%	?	13%	1%	12%
Cc1cc(C)n(-c2ncnc3sc4c(c23)CC(C)CC4)n1 (stereo not drawn)	-9%	i	2%	12%	0%
N/C(=N/[N+](=O)[O-])N1CCN(C(=O)Oc2ccc([N+](=O)[O-])cc2)CC1	2%	1.0%	-1%	-6%	4%
CCOc1cc(/C=C2/C(=O)ON=C2C)ccc1O	8%	2.0%	-3%	-5%	3%
Cc1ccc(Nc2nc(CSc3nnc(-c4cccs4)o3)cs2)cc1	5%	5.5%	-2%	?	41µM*
CCc1ccc(OC(=O)CN2C(=O)c3ccccc3C2=O)cc1	0%	1.3%	-1%	71%	1%
CCOc1ccccc1C(=O)N1c2ccccc2Sc2ccccc21	0%	3.0%	8%	32%	2%
COc1ccc(/C=C/C(=O)OCC(=O)NC2CCCC(C)C2C)cc1S(=O)(=O)N1CCOCC1 (stereo not drawn)	-17%	2.5%	0%	11%	-3%
Cn1c(=O)c2c(SCC(=O)NCc3ccco3)nc(CC(C)(C)C)nc2n(C)c1=O	-2%	7.5%	1%	44%	-11%	VEEV TC-83 Vero 10K pilot screen=3.9
COc1cccc(-c2ccnc3[nH]n(-c4ccccc4)c(=O)c23)c1	-4%	1.1%	-27%	1%	4%
Fc1ccc(N2CCN(c3cnc4ccccc4n3)CC2)cc1	10%	2.3%	-11%	11%	6%
COc1ccccc1NC(=O)Cc1noc(CSc2n[nH]c(N)n2)n1	-1%	1.0%	-4%	-5%	3%
Cc1cc(-c2ccccc2)c(C#N)c(N)n1	-9%	0.5%	0%	4%	4%
N/C(=N\c1nc2ccccc2o1)NC(=O)c1ccccc1Br	4%	2.7%	3%	3%	38%
Cc1ccc(NC(=O)CNC(=O)c2ccc3c(c2)OCO3)nc1	-3%	1.5%	0%	12%	-5%
COc1ccc(OC)c(C(c2nnnn2Cc2ccccc2)N2CCN(C)CC2)c1 (stereo not drawn)	-5%&-2%	0.5%	-13%	5%	6%
COc1ccc(CNC(=O)c2cc(-c3ccc(OC)c(OC)c3)on2)cc1	-9%	1.6%	1%	5%	-5%
O=S(=O)(Nc1ccncc1)c1cc(Cl)c(Cl)cc1Cl	-3%	0.3%	-2%	-8%	1%
Cc1cccc(NC(=S)N2CCC(N(C)CC3CCCO3)CC2)c1 (stereo not drawn)	-3%	i	-4%	9%	3%
CCOC(=O)c1c(NC(=O)COC(=O)Cn2cnc3c2c(=O)n(C)c(=O)n3C)sc(C)c1CC	15%	9.4%	2%	59%	60%
O=C(O)c1cccc([N+](=O)[O-])c1C(=O)Nc1nc2ccccc2s1	5%	0.6%	0%	-3%	1%
Cc1cccc(C(=O)OCC(=O)N2CCN(C(=O)c3ccco3)CC2)c1O	/	23%	-6%	55%	4%
CCOc1ccccc1NC(=O)CCn1c(=O)oc2ccccc21	-4%	1.3%	-4%	4%	6%

Five entries drawn at random from those above, as already listed:
SMILES	PhoP GFP inhibition	VEEV TC-83 Vero	H1N1 NS1A inhibition	M. tuberculosis	H37Rv inhibition	others
Cn1c(=O)c2c(SCC(=O)NCc3ccco3)nc(CC(C)(C)C)nc2n(C)c1=O	-2%	7.5%	1%	44%	-11%	VEEV TC-83 Vero 10K pilot screen=3.9
Cc1cccc(NC(=S)N2CCC(N(C)CC3CCCO3)CC2)c1 (stereo not drawn)	-3%	i	-4%	9%	3%
Cc1ccc(NC(=O)CNC(=O)c2ccc3c(c2)OCO3)nc1	-3%	1.5%	0%	12%	-5%
Cc1ccc(Nc2nc(CSc3nnc(-c4cccs4)o3)cs2)cc1	5%	5.5%	-2%	?	41µM*
Cc1cc(-c2ccccc2)c(C#N)c(N)n1	-9%	0.5%	0%	4%	4%

(more compounds)
SMILES	PhoP GFP inhibition	VEEV TC-83 Vero	H1N1 NS1A inhibition	M. tuberculosis	H37Rv inhibition	others
O=C(CCCn1c(=O)[nH]c2ccsc2c1=O)N1CCN(c2ccccn2)CC1	-1%	1.5%	3%	11%	-8%
COc1cc(C(=O)Nc2ccc(C)cc2)c2ccccc2n1	3%	i	17%	-4%	11%
Cc1cc2c(cc1C)NC(c1c(C)n(C)n(-c3ccccc3)c1=O)C1=C(CC(C)(C)CC1=O)N2 (stereo not drawn)	-5%	6.5%	19%	76%	-7%
Cc1ccc(CNC(=O)C2CCN(S(=O)(=O)c3cccnc3)CC2)cc1	6%	1.1%	6%	9%	16%
CCCNC(=O)NC(=O)COC(=O)c1cccc(NS(=O)(=O)c2ccc(F)c(F)c2)c1	-19%	1.0%	-8%	20%	5%
CNC(=O)c1sc(NCc2ccccc2OC)nc1C	/	0.4%	0%	/	/
CCOC(=O)N1CCC(=NNC(=O)COc2ccc(OC)cc2)CC1	-2%	1.6%	2%	22%	9%
Cc1ccc(Oc2ccc(C(=O)NCc3ccncc3)cc2)cc1	/	i	-8%	/	/
N#Cc1cccc2cnccc12	0%	0.8%	1%	-4%	-11%
Cc1ccc(NCc2nnc(SCC(=O)O)n2-c2ccc(C)cc2)cc1	-1%	1.1%	0%	-2%	-8%
Cc1ccccc1S(=O)(=O)N1C[C@H]2CON(C)[C@H]2C[C@H]1c1cccc(Oc2ccccc2)c1	/	5.1%	-19%	/	/
C=CCn1c(C(C)NC(=O)c2cccs2)n[nH]c1=S (stereo not drawn)	-2%	0.6%	-5%	-3%	-3%
CC1(C)CC(=O)C(=Cc2cn(-c3ccccc3)nc2-c2ccc(Cl)cc2)C(=O)C1	-2%	4.7%	15%	62%	?
Cc1cccc(Oc2sc(C(=O)c3ccccc3)c(N)c2C#N)c1	4%	0.3%	1%	17%	4%
Cc1nc2n[nH]c(N)c2c2c1CCCC2	9%	1.8%	-10%	-7%	-2%
CC(=O)Oc1ccc(NC(=O)CSc2ccccc2)cc1	-3%	2.9%	25%	77%	-5%
O=S1(=O)C=C(Sc2nc3ccccc3s2)c2ccccc21	2%	/	/	?	?
Cn1c(=O)[nH]c2c(Cl)nccc21	-2%	3.5%	-1%	4%	-6%
Cn1c(-c2ccc([N+](=O)[O-])cc2)nc2ccccc21	3%	1.1%	1%	-1%	-1%
CC(C)CCn1c(Br)nc2c1c(=O)n(CC(N)=O)c(=O)n2C	-13%	4.3%	7%	3%	5%
CCN(CC)C(=O)CSc1nnc(COc2ccccc2)n1CC	4%	1.5%	-1%	-4%	-5%
Cc1c(Cl)c([N+](=O)[O-])nn1CCCC(=O)NC1CCCCC1	3%	6.1%	-20%	3%	-8%
CN1Cc2ccccc2N(CC(=O)NCc2ccccc2)C1=O	55%	0.6%	-3%	14%	2%
Cc1ccc2nc(Cn3cc(C(F)(F)F)ccc3=O)cc(=O)n2c1	-8%	1.1%	-5%	-4%	1%
CCC(=O)c1ccc(OCC(O)CN2CCN(S(=O)(=O)c3ccc(NC(C)=O)cc3)CC2)cc1 (stereo not drawn)	-1%	0.8%	-5%	7%	-3%
O=CN1Cc2ccccc2-c2ccccc2C1	-6%	2.3%	-6%	15%	-1%
CC(C)c1ccc(NC2CCCN(C(=O)c3ccco3)C2)cc1 (stereo not drawn)	-7%	0.9%	13%	22%	1%
COc1ccc(C(C(=O)NC2CCCCC2)N(C(=O)Cc2c[nH]c3ccccc23)c2ccccc2C)cc1OC (stereo not drawn)	-2%	3.5%	7%	8%	15%
CCCCC[C@@H](/C=C/C1C(=O)C=C[C@H]1C/C=C\CCCC(=O)OC)OC(C)=O (stereo partly drawn)	/	?	-24%	/	/
COc1ccccc1NC(=O)c1cc(N)cc(C(=O)Nc2ccccc2OC)c1	-13%	12%	8%	7%	1%
O=C(/C=C/NNC(=O)c1ccc(Cl)cc1)c1ccccc1	0%	1.9%	-4%	?	5%
COc1ccc(S(=O)(=O)Nc2nccs2)cc1OC	-4%	0.3%	-2%	-10%	5%
COc1cc(/C=N/n2c(-c3n[nH]c4c3CCC4)n[nH]c2=S)cc(OC)c1O	10%	5.3%	0%	-12%	-3%
CCOC(=O)c1[nH]c2ccc(OCC)cc2c1CCCN1C(=O)c2ccccc2C1=O	-2%	0.4%	-4%	-26%	7%
CCn1nc(C(=O)N2CCN(Cc3nc4ccccc4s3)CC2)c2ccccc2c1=O	/	6.6%	-8%	15%	7%
CC1Cc2ccccc2N1S(=O)(=O)c1cccc2nsnc12 (stereo not drawn)	-2%	i	4%	25%	-3%
COc1ccc(OC)c(-c2cn(S(=O)(=O)c3ccccc3)nc2N)c1	2%	1.5%	-1%	-7%	-3%
NC(=O)C1(N2CCCCC2)CCN(Cc2nc3ccccc3c(=O)[nH]2)CC1	4%	0.3%	-2%	7%	-3%
Cc1nnc(C)n1/N=C/c1cc(Br)cc(Br)c1O	18%	2.7%	-3%	i	-6%
COC(=O)[C@@]1(Cc2ccc(F)cc2)[C@H]2c3cc(C(=O)N4CCCC4)n(CCCNc4ncc(C(F)(F)F)cc4Cl)c3C[C@H]2CN1C(=O)c1ccccc1	-11%	i	5%	31%	1%

The final 2 records of the section above lead into the next:
SMILES	PhoP GFP inhibition	VEEV TC-83 Vero	H1N1 NS1A inhibition	M. tuberculosis	H37Rv inhibition	others
Cc1nnc(C)n1/N=C/c1cc(Br)cc(Br)c1O	18%	2.7%	-3%	i	-6%
COC(=O)[C@@]1(Cc2ccc(F)cc2)[C@H]2c3cc(C(=O)N4CCCC4)n(CCCNc4ncc(C(F)(F)F)cc4Cl)c3C[C@H]2CN1C(=O)c1ccccc1	-11%	i	5%	31%	1%
O=C(COc1ccc(Br)cc1Br)NC1CCCC1	-3%	3.3%	6%	36%	1%
O=C(Nc1cccc(S(=O)(=O)C(F)F)c1)c1ccc(S(=O)(=O)N2CCCC2)cc1	1%	5.7%	7%	8%	38%
COc1ccc(OC)c2sc(NC(=O)C(C)C)nc12	-4%	1.9%	2%	-6%	-5%
COC(=O)c1oc2ccc(OC)cc2c1N	7%	2.6%	3%	7%	-2%
CCOC(=O)C1C(=O)C=C(C)C(C(=O)OCC)C1c1ccc(OC)cc1 (stereo not drawn)	2%	2.1%	6%	7%	-6%
Cc1ccc(C2=NOC(=O)/C2=C\c2ccc(C)o2)cc1	-11%	2.8%	23%	-13%	-2%
O=C(O)CSCc1nc2cccnc2n1C1CCCCC1	-5%	i	-5%	-1%	0%
CCC(Oc1ccccc1)C(=O)Nc1ccc(S(=O)(=O)Nc2cc(C)on2)cc1 (stereo not drawn)	8%	i	-1%	-5%	2%

Screens from PubChem.
